GSK3B inh: inhibitors of human GSK3beta kinase | GST-GSK3beta kinase, ADP-Glo luminescence, 60 min; active compounds read low | activity score (negative = inhibition), % at 10 µM | 0.038% of 300,000 active | AID 2097;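 active = more than half of replicate wells score below -50%, meaning over 50% inhibition versus plate controls; inconclusive = some replicates but at most half score below -50%; inactive = no replicate scores below -50%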;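 also: 0% = median DMSO wells and -100% = median GW8510 positive control wells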
Target sequence (P49841 whole entry, looked up): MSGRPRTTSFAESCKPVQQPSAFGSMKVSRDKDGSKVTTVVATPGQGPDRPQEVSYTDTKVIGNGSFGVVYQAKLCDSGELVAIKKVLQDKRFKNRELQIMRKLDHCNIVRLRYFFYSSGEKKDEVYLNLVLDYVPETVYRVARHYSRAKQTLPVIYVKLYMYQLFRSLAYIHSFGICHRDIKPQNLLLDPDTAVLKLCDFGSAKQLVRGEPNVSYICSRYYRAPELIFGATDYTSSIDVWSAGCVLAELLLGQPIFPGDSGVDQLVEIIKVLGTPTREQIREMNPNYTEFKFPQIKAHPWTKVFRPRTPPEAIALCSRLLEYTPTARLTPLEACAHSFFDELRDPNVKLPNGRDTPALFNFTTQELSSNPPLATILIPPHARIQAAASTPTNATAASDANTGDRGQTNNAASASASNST
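Assay system: GST-tagged human GSK3beta kinase, cell-free; Input: 1.6 ng GSK3beta; Medium: Tris/MgCl2 kinase buffer; Timing: 60 min enzyme reaction, room temperature; Signal: ADP-Glo luminescence quantifying ADP generated by kinase; Evaluation: score relative to plate controls; Benchmarks: DMSO neutral wells and GW8510 at 20 µM as positive.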
HSP90 inh: HSP90 refolding inhibition in rabbit reticulocyte lysate | 0.91% of 290,000 active | inhibition, % at 5.6 µM | luciferase refolding luminescence, 3 h;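 active = inhibition above the screen-wide mean plus 3 SD, computed separately per campaign, cut at about 16% in these data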;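 also: 0% = DMSO wells and 100% = 60 µM geldanamycin wells; inhibitors lower the luminescence because luciferase stays unfolded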
IEC-6 cytotox: kills IEC-6 intestinal cells in KLF5 counter-screen; inhibition, % at 5 µM; IEC-6 cytotoxicity, luminescence viability; 0.78% of 290,000 active; AID 1825; in the data active = inhibition above about 22%;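 also: 0% = plate median of test compound wells and 100% = cytotoxic reference compound wells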
aSyn 5UTR inh: MLPCN primary screen, SNCA 5' untranslated region | alpha-synuclein 5'UTR reporter, inhibitor activity | inhibition, % (tested at 7.5 µM) | 0.82% of 300,000 active | AID 1813; in the data active = inhibition above about 60%; inconclusive = no clear call, values can overlap the other calls;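 also: H4 neuroglioblastoma cells stably carrying SNCA 5'UTR luciferase fusion; 0% = DMSO wells and 100% = positive control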
HSF1 inhib: HSF1 inhibition; activity change, negative = inhibition, % at 7.5 µM (by protocol); 0.77% of 300,000 active; NIH3T3-HGL HSE-luciferase, MG132-induced, luminescence 8 h; active compounds read low;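 active = more than half of replicate wells show activity change below -50%, luminescence cut by over half; inconclusive = some wells, but at most half, below -50%; inactive = no replicate well below -50%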;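 also: luciferase reports HSF-1 transcriptional activity via heat shock element; 0% = median of DMSO wells and -100% = zero luminescence signal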
KLF5 inh: inhibitors of KLF5 expression; DLD-1 KLF5 promoter-luciferase reporter, luminescence; inhibition, % at 5 µM; 0.23% of 290,000 active;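 active = inhibition above a per-plate limit of that plate's mean compound inhibition plus 3 SD, cut at about 60% in these data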;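 also: 0% = DMSO wells and 100% = LY294002 at 200 µM; higher means less KLF5 promoter-driven luciferase light; inactives centre near -14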
HSF-1 act: increases HSF-1 driven luciferase reporter signal; NIH3T3-HGL HSF-1 luciferase reporter, MG132, 8 h; 100% = twice DMSO control signal; activation, % at 9 µM; 1.7% of 300,000 active; AID 504408;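 active = mean replicate activation of at least 50% with a set share of replicates each reaching 50%; inconclusive = only one of those two conditions met; inactive = mean below 50% and too few replicates reaching it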;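 also: 0% = median of the neutral control wells and 100% = twice that signal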
GSK3 alpha inh: inhibitors of human GSK-3 alpha kinase; P49840; ADP-Glo luminescence, 60 min; inhibition, % at 10 µM; 0.1% of 320,000 active;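 in the data active = inhibition above about 50%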;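 also: GST-tagged GSK-3 alpha with peptide substrate and 25 µM ATP; 0% = DMSO neutral wells and 100% = GW8510 positive control wells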
Target sequence (P49840 whole entry, looked up): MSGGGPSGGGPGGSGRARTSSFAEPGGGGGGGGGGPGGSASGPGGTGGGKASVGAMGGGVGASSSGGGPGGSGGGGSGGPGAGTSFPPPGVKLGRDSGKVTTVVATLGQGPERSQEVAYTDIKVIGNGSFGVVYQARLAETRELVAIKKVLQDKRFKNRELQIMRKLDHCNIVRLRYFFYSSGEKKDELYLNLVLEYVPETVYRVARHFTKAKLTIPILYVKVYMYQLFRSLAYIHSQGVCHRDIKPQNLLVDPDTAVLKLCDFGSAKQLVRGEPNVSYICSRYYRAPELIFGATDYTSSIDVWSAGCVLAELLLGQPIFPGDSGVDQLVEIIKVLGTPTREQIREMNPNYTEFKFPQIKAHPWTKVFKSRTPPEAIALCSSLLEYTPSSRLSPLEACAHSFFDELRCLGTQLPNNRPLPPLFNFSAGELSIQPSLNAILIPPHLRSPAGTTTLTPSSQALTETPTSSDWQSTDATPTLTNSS
AI-2 QS mod: modulators of Vibrio harveyi AI-2 quorum sensing system; Vibrio harveyi JMH597 AI-2 luminescence/OD600 ratio, 9 h; active compounds read low; strain lacks LuxN and CqsS sensors; 0 = neutral-control median; 0.4% of 300,000 active; AID 2094; activity change, % at 7.5 µM; in the data active = activity change below about -75%, passing the limit was not always enough; inconclusive = no clear call, values can overlap the other calls;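 also: luminescence divided by OD600 gain over 9 h not by final OD600 alone; inactives centre near 13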
HIF act: HIF pathway transcriptional activation | U2OS HRE-luciferase reporter, luminescence; normalized: DMSO 0%, desferrioxamine 100% | activation, % at 7.5 µM (by protocol) | 0.32% of 300,000 active | AID 1910;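 active = mean activation of at least 10% of the iron chelator positive control signal, with at least half of replicates also reaching 10%; inconclusive = mean and replicate majority disagree about reaching 10%; inactive = mean and most replicates under 10%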
An asterisk follows results filed as active; ? = inconclusive; . = no result given.

SMILES	GSK3B inh	HSP90 inh	IEC-6 cytotox	aSyn 5UTR inh	HSF1 inhib	KLF5 inh	HSF-1 act	GSK3 alpha inh	AI-2 QS mod	HIF act
CCN(CC)c1ccc(NC(=O)CCNS(=O)(=O)c2ccc3c(c2)CCC(=O)N3)c(C)c1	1	1	-3	4	2	-8	19	4	9	-0.6
CCOc1cc(NC(=O)c2ccccc2OC)c(OCC)cc1NC(=O)c1ccccc1	-2	2	6	17	-3	-18	22	-2	11	-0.8
CS(=O)(=O)NCC(c1cccnc1)N1CCN(c2ccc(F)cc2)CC1 (stereo not drawn)	0	-3	-4	14	-1	-5	-12	.	15	-0.3
O=C(NCCC1CCCCN1S(=O)(=O)c1ccccc1)C(=O)NCCN1CCOCC1 (stereo not drawn)	3	.	.	22	-2	.	2	-1	12	-55
CC(C)CCn1c(=O)c2sccc2n2c(CCCC(=O)N3CCC(N4CCCCC4)CC3)nnc12	0	3	6	0	7	-2	7	1	6	-0.4
Cc1nc(Oc2ccccc2)c2oc3ccccc3c2n1	3	-3	2	11	-2	-20	14	-8	?	2.3
O=S(=O)([N-]c1nc2ccccc2nc1-[n+]1ccccc1)c1ccc(F)cc1	6	0	-2	-4	-5	15	-9	-1	24	0.0
CCOC(=O)c1c(S(=O)(=O)NCC(=O)N2CCN(c3ccc(F)cc3)CC2)c(C)n(C)c1C	0	-1	0	18	-6	-6	13	2	28	-0.2
COc1ccccc1CC(=O)NC1CCCCCC1	-1	-4	-5	11	2	-35	2	1	10	-0.8
O=C(Nc1c2c(nc3ccccc13)CCCC2)c1ccccc1Cl	2	1	-1	-19	2	5	50	0	19	-0.3
N#C/C(=C\c1ccc(C(=O)O)cc1)c1ccccn1	-5	-1	3	-3	0	-4	8	4	30	0.3
COc1ccc(-c2cc(=O)[nH]c(NCc3ccccc3)n2)cc1	-3	0	1	31	4	-24	34	4	11	0.5
COc1ccc(CN2CCOCCOCCOCCOCCOCC2)cc1	2	3	-7	-10	-8	7	-1	-1	-2	0.1
Cc1ccc(C2=NN(C(=O)CCCC(=O)O)C(c3ccco3)C2)cc1 (stereo not drawn)	-2	0	4	-61	0	-8	3	-3	2	1.9
O=C(COC(=O)/C=C/c1ccc(Cl)cc1Cl)Nc1cc(C(F)(F)F)ccc1N1CCOCC1	-2	-5	-5	2	0	-31	-3	-4	16	0.1
Nc1scn[n+]1Cc1cccc2cccnc12	1	0	0	5	3	-9	15	-2	6	0.3
CCOC(=O)c1c(C)[nH]c(C)c1C(=O)COC(=O)c1cc2ccccc2cc1OC	1	-5	-4	16	4	-15	7	-4	13	-0.5
CCCn1c(SCC(=O)NCC)nc2sc3c(c2c1=O)CCC3	0	-4	3	25	-6	-10	-25	0	22	-0.3
CC(=O)c1sc(N/N=C\c2ccc(Br)cc2)nc1C	1	2	5	-79	20	-22	30	-1	-11	2.0
COc1ccccc1CCNC(=O)CCCn1nc(C)c2c(C)n(-c3ccc(C)cc3)nc2c1=O	6	1	7	29	4	-3	0	1	26	0.8
CCCCCCOc1ccc(N2C(=O)CC(SC(=NCC)NCC)C2=O)cc1 (stereo not drawn)	2	1	6	7	-5	-7	-13	0	11	0.8
Cc1ccc(-c2csc(NC(=S)NC(=O)c3cccs3)n2)cc1	1	-3	-3	-77	7	-9	4	1	25	-0.3
Cc1ccc(OCCNC(=O)c2cccc(Oc3ccc(C(F)(F)F)cc3[N+](=O)[O-])c2)cc1	1	1	-1	28	5	-28	20	-2	45	-0.1
COCCN1C(=O)N[C@@H](c2ccccc2)[C@@H](C(=O)OC)[C@H]1C	0	.	.	-6	0	.	1	0	1	-1.1
Cc1ccc(-n2nnnc2SCC(=O)c2cc(C)n(-c3cc(C)on3)c2C)cc1	2	-1	-5	9	6	-27	1	-3	42	0.2

Exported with two lines to a compound: part of the list above.
Results follow in this order: GSK3B inh	HSP90 inh	IEC-6 cytotox	aSyn 5UTR inh	HSF1 inhib	KLF5 inh	HSF-1 act	GSK3 alpha inh	AI-2 QS mod	HIF act
COc1ccc(CN2CCOCCOCCOCCOCCOCC2)cc1
→ 2	3	-7	-10	-8	7	-1	-1	-2	0.1
CCCCCCOc1ccc(N2C(=O)CC(SC(=NCC)NCC)C2=O)cc1 (stereo not drawn)
→ 2	1	6	7	-5	-7	-13	0	11	0.8
CS(=O)(=O)NCC(c1cccnc1)N1CCN(c2ccc(F)cc2)CC1 (stereo not drawn)
→ 0	-3	-4	14	-1	-5	-12	.	15	-0.3

More records follow.
SMILES	GSK3B inh	HSP90 inh	IEC-6 cytotox	aSyn 5UTR inh	HSF1 inhib	KLF5 inh	HSF-1 act	GSK3 alpha inh	AI-2 QS mod	HIF act
CCCCN(C)C(=O)c1nc2ccccn2c1CN1CCN(c2ccccn2)CC1	2	1	-2	-9	.	-25	.	-2	-1	-0.2
O=C(NCc1ccc(Cl)cc1)C1CCCN1C(=O)Nc1ccc(F)cc1 (stereo not drawn)	2	1	3	6	4	-58	8	-3	3	0.3
COc1ccc(S(=O)(=O)/N=C2/NC(=O)/C(=C/c3ccco3)S2)cc1	12	1	-6	-11	1	-5	15	-10	28	-38
CCOC(=O)[C@@H]1[C@H]2COc3cc(OC)ccc3[C@@H]2N2C(=O)N(c3ccc(C(F)(F)F)cc3)C(=O)[C@]12C	-1	-2	-3	11	-4	-10	1	-1	29	-2.7
CN(C)c1oc(-c2ccccc2)nc1C#N	0	-3	-5	-1	-9	-25	-7	-2	10	0.2
COc1ccccc1C(=O)N/C(=C\c1ccccc1)C(=O)NC(C)C(=O)O (stereo not drawn)	0	-3	4	-21	-2	-1	0	-5	5	0.7
COc1ccccc1CN1CC(C(=O)NCCc2cn[nH]c2)CCC1=O (stereo not drawn)	-10	-4	6	9	-18	-12	-25	3	11	-0.3
Cc1ccc(NC(=O)CCc2c(C)nn(-c3ccc(N4CCOCC4)nn3)c2C)c(C)c1	3	-4	3	3	0	-13	6	-1	13	-0.1
Cc1ccc(C(=O)N/N=C/c2ccc(-c3ccccc3[N+](=O)[O-])o2)cn1	-6	11	4	-46	15	-14	34	8	9	0.0
Cc1cc([N+](=O)[O-])nn1CCCC(=O)Nc1cc(Oc2ccccc2)cc([N+](=O)[O-])c1	7	-1	-1	19	0	-32	15	-2	3	-14
Cc1csc(SCC(=O)NCc2ccccc2Cl)n1	-3	6	7	-37	0	-16	-2	5	20	1.2
COc1ccc(N2CCN(C(=O)Cc3cccs3)CC2)cc1	2	-2	2	7	1	-27	-11	-26	10	0.1
C/C(=N\Nc1ccc([N+](=O)[O-])cc1[N+](=O)[O-])c1cc2c(ccc3ccccc32)oc1=O	1	-3	-1	4	-2	0	-10	0	14	-0.3
NC(=O)CSc1nnc(-c2ccc(S(=O)(=O)N3CCOCC3)cc2)n1CC1CCCO1 (stereo not drawn)	3	4	-3	4	-6	-4	5	0	23	-0.6
O=C(CSc1nnc(NC(=O)C2CCC2)s1)NC1CC1	0	3	6	16	-8	-9	7	-2	31	0.0
Cc1ccc(OCCCC(=O)Nc2ccc(S(=O)(=O)Nc3ccccn3)cc2)cc1	1	-3	2	2	-34	-8	-45	5	27	-0.3
Cc1cc(C)nc(SCC(=O)Nc2cc(C)on2)n1	0	1	3	8	-5	-2	-7	1	10	0.3
O=C(/C=C/c1ccccc1)N1CCC(Cc2ccccc2)CC1	2	1	4	-36	28	-16	39	-4	33	1.6
CN(C)C(=O)CSc1nnc(-c2cccs2)n1-c1ccccc1	1	1	2	0	-2	-5	-9	-3	4	0.8
CCCCCCCCCCCCCCCC[n+]1cccc2ccccc21	.	0	28*	.	.	-5	.	23	.	.
COc1ccccc1-c1cc(C(F)(F)F)nc(S(=O)(=O)CCCC(=O)Nc2cc(C)on2)n1	0	-1	-5	-65	16	-4	19	-1	4	-0.4
COC(=O)c1ccc(CN2C(=O)c3ccccc3C2=O)cc1	-22	-2	-7	4	-1	-31	-9	-4	6	-0.8
COc1ccc(NC(=O)C2CCCN(S(=O)(=O)c3cccs3)C2)cc1OC (stereo not drawn)	0	-1	0	-2	-1	-21	-13	-3	-5	-0.1
Cc1cc2cc(C)c3nnc(SCc4ccccn4)n3c2cc1C	1	-5	-4	11	-4	-4	25	1	35	-0.1
Cc1ccnc(NC(=O)c2ccc(S(=O)(=O)N3CCC(C)CC3)cc2)c1	-1	.	.	-118	10	.	9	-3	12	2.1
SMILES	GSK3B inh	HSP90 inh	IEC-6 cytotox	aSyn 5UTR inh	HSF1 inhib	KLF5 inh	HSF-1 act	GSK3 alpha inh	AI-2 QS mod	HIF act
CC1(C)NC(=O)N(CC(=O)N2CCN(c3cccc(C(F)(F)F)c3)CC2)C1=O	.	.	.	-2	-5	.	-10	3	.	-0.2
Cc1ccc(C2N3CC4([N+](=O)[O-])CN2CC([N+](=O)[O-])(C3)C4(C)C)cc1 (stereo not drawn)	-4	-1	-1	3	-6	-3	6	-1	16	-0.4
COc1cccc(NC(=O)CN(C)C(C)C(=O)Nc2ccc(C#N)cc2)c1 (stereo not drawn)	0	0	-1	0	0	-6	-7	0	11	-0.4
Cc1cc(O)c(S(=O)(=O)c2ccccc2)c(C)c1NS(=O)(=O)c1ccccc1	1	18*	-2	-13	4	4	0	2	5	-23
COc1ccccc1/C=C/C=N/NC(=O)CC1C(=O)NN=C1C (stereo not drawn)	2	-2	-4	-7	5	-17	14	-2	-32	-30
COc1ccc(Cc2cnc(N)s2)cc1	0	5	-4	1	.	-4	.	-2	4	-0.2
Cc1c(C(=O)Nc2nc3ccccc3[nH]2)oc2ccccc12	0	5	9	-258	31	-82	68*	-1	0	0.3
Cc1ccc(CNC(=O)COC(=O)c2ccc(S(=O)(=O)N3CCCC3)cc2)cc1	2	0	-1	-9	1	-27	-9	-1	17	0.7
Cc1nnc(NC(=O)c2ccccc2NC(=O)c2ccccc2)s1	-3	1	-1	15	-10	3	-13	-4	-1	0.3
COc1cccc(C(=O)Nc2ccc(NC(C)=O)cn2)c1	1	0	2	-129	4	-72	7	6	6	-0.1
CCn1c(COc2c(C)cccc2C)nnc1SCc1nc2ccccc2c(=O)[nH]1	0	-1	4	8	15	20	22	1	9	0.0
COc1ccccc1C1C2=C(COC2=O)Nc2cc3c(cc21)OCO3 (stereo not drawn)	1	-2	92*	98*	-4	76*	-17	2	13	2.4
COC(=O)c1ccc(Cl)c(NC(=O)CN2CCOCC2)c1	-2	-8	-4	8	-11	-15	2	12	0	0.5
CCCc1cc(=O)oc2cc(OCC(=O)NCC3CCC(C(=O)O)CC3)ccc12 (stereo not drawn)	2	25*	0	8	3	-6	13	-1	15	0.1
Nc1nc(Nc2ccccc2F)nc(N2CCOCC2)c1[N+](=O)[O-]	-11	-1	3	9	-6	-2	11	25	21	-0.6
CCC/C(=N/NC(=O)c1cccc(Cl)c1)c1ccccc1	1	0	7	-47	-6	-26	0	1	20	10*
C=C(c1ccccc1)c1ccc(N(C)C)cc1	1	-1	0	-54	4	12	12	-1	15	-2.8
COc1ccc(CN2C(=NC(=O)c3ccccc3)SC3CS(=O)(=O)CC32)cc1 (stereo not drawn)	4	2	-1	9	7	2	18	1	18	-0.2
